Screening data from PubChem.
PGC1a acetyl inh = inhibitors of PGC1a acetylation signal, primary screen, cell-based, U2OS, AlphaScreen, inhibitor mode | inhibition, % at 15.6 µM | actives 0.17% (n = 350,000) | AlphaScreen anti-acetyl-lysine; with virally co-expressed GCN5 acetyltransferase;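 active = every replicate shows inhibition of at least 40%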;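 also: 0% = neutral control wells and 100% = positive control wells; some results beyond the cut were filed as inactive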
miR-122 sensor = miR-122 Renilla sensor signal increase in Huh7, primary screen, miR-122 inhibitor project, cell-based, single point, plate reader; activation (reporter increase), % at 12.5 µM; Huh7 miR-122 Renilla luciferase sensor, 48 h; neutral wells = 0, positive control = 100; actives 0.3% (n = 340,000);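 active = mean replicate activation score at least 90 and every replicate individually at or above 90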;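 also: higher luciferase means less miR-122 activity so hits act as miR-122 inhibitors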
* = called active by the depositor; [ ] = remark or other dose.

| smiles | PGC1a acetyl inh | miR-122 sensor |
| --- | --- | --- |
| Cc1nc(SCC(=O)NC(=O)NCc2ccccc2)nc(C)c1C | -2 | -4 |
| CCN(CC)C(=O)c1c2c(nc3ccccc13)-c1ccccc1CC2 | -4 | 8 |
| CCn1c(SCC(=O)Nc2sc3c(c2C(N)=O)CCC(C)C3)nnc1-c1ccco1 (stereo not drawn) | -7 | 3 |
| O=C(COc1ccc(Cl)cc1Br)NNC(=O)C(=O)N1CCCCC1 | -14 | -9 |
| O=C(/C=C/c1ccc([N+](=O)[O-])cc1)NCCSc1ccccc1 | 10 | -16 |
| COc1cc(NC(=O)c2cc3nc(C4CC4)cc(C(F)(F)F)n3n2)c(OC)cc1Cl | -1 | 5 |
| Cc1ccc(N=Cc2c(O)n(-c3ccc4c(c3)OCO4)c(=O)c3ccccc23)cc1 | 2 | -1 |
| CCOC(=O)c1c(-c2cccc([N+](=O)[O-])c2)csc1NC(=O)C1CCCCC1 | 4 | -7 |
| COC(=O)c1ccc(N2C(=O)c3ccc(OC)c(OC)c3C2=O)cc1 | 5 | -14 |
| COc1ccc(-c2cc(C(=O)OCC(=O)Nc3cc(C)on3)c3ccccc3n2)cc1OC | -16 | 2 |
| Cc1sc2c(c1C)CN(C(C)(C)C)CN2C(=O)c1ccccc1 | -22 | 6 |
| CCc1ccc2c(c1)C1(NN=C(c3cccc4ccccc34)S1)C(=O)N2 (stereo not drawn) | 0 | 15 |
| CC(C)(C)OC(=O)NNC(=O)c1ccc(Cl)cc1 | 6 | 5 |
| Cc1cc(C)c(S(=O)(=O)c2ccccc2C)c(Oc2ccccc2)n1 | -39 | 16 |
| O=C(Nc1ccccc1)N1CCSCC1 | 2 | 0 |
| CCOC(=O)c1nn(C23CC4CC(CC(C4)C2)C3)c2c1C(=O)N(c1ccc(C)cc1)C2=O | -18 | 1 |
| COC(=O)c1ccc2[nH]c(C)cc(=O)c2c1 | -1 | 8 |
| O=C(CN1C(=O)C2CC=CCC2C1=O)NCC1COc2ccccc2O1 (stereo not drawn) | -3 | -3 |
| O=C(C1=C(O)C(=O)N(c2ncccn2)C1c1ccc(Cl)cc1)c1ccco1 (stereo not drawn) | -13 | 1 |
| CCOC(=O)n1c(=O)n(Cc2ccc(Cl)cc2Cl)c2ccccc21 | -11 | 1 |
| CSc1ncccc1C(=O)NCc1ccc(C)cc1 | 5 | 8 |
| COc1ccc(N2CCN(C(=O)CSc3nnc(-c4ccc5[nH]c(C)c(C)c5c4)o3)CC2)cc1 | 13 | 4 |
| CCN(Cc1ccccc1)C(c1ccc(C)cc1)c1nnnn1C(C)(C)C (stereo not drawn) | 4 | -3 |
| CCCc1cc(=O)[nH]c(SCc2cccnc2)n1 | 18 | 0 |
| COC(=O)c1cc(=O)nc2sc3cc(OC)ccc3n12 | -8 | -3 |
| O=C(c1ccccc1)N1CCC(=O)N1c1ccccc1 | 1 | 1 |
| CC(C)CC(C)NNC(=O)c1cc2ccccc2[nH]1 (stereo not drawn) | 7 | 10 |
| Cc1ccc(SC(C)c2nc(-c3cccnc3)no2)cc1 (stereo not drawn) | -8 | 1 |
| COc1ccc(/C=C/C(=O)NCC(=O)N/N=C/c2cc(Br)ccc2OCc2ccccc2)cc1 | -12 | -5 |
| CCc1cccc(NC(=O)Cn2cccc2)c1 | 9 | 0 |
| CCCCCNC(=O)C(C)Sc1ccc(Cl)cc1 (stereo not drawn) | 2 | -10 |
| Cc1ccc(-c2cccc(NC(=O)C3C(C(=O)O)[C@@H]4C=C[C@H]3C4)c2)o1 (stereo partly drawn) | 2 | 0 |
| COC(=O)c1c(=O)n(O)c2ccc(OC)cc2[n+]1[O-] | -13 | -6 |
| O=c1[nH]c2cc3c(cc2cc1C(c1nnnn1CC1CCCO1)N1CCCCCC1)OCCO3 (stereo not drawn) | 2 | 17 |
| O=C1CCCC2=C1C1(O)C(=O)c3ccccc3C1(O)O2 (stereo not drawn) | 3 | -3 |
| Cc1ccc(-n2c(SCC(=O)Nc3ccc4c(c3)OCCO4)nnc2-c2ccco2)cc1 | 14 | 0 |
| O=C1/C(=C\c2ccc3c(c2)OCO3)CCC/C1=C/c1ccc2c(c1)OCO2 | 6 | 7 |
| COc1ccc(C2(C(=O)N3CCOCC3)CCCC2)cc1 | -20 | -5 |
| COc1cccc(/C=N/Nc2nc(Nc3ccccc3)nc(-n3nc(C)cc3C)n2)c1O | 22 | -1 |
| O=C1C2C3C=CC(C3=C(c3ccccc3)c3ccccc3)C2C(=O)N1Cc1ccccc1 (stereo not drawn) | -16 | -3 |
| CC(=O)Nc1c(NCC(C)C)c2ccccc2oc1=O | 0 | -3 |
| CCCS(=O)(=O)N1CCC(C(=O)NCCCN(C)Cc2ccccc2)CC1 | -6 | 0 |
| CC1CCCN(C(=O)C2c3ccccc3C(=O)N3CCc4ccccc4C23)C1 (stereo not drawn) | -8 | -4 |
| Cc1ccc(-c2noc(CN3CCOCC3)n2)cc1 | 6 | -4 |
| COc1ccc(NC(=S)NNC(=O)OC(C)(C)C)cc1OC | 8 | -8 |
| CCSc1c(C(=O)NC)ccc2c1C(=O)c1ccccc1C2=O | -5 | 3 |
| Cc1ccc(/C=N/NC(=O)CCCOc2ccc(Cl)cc2Cl)cc1[N+](=O)[O-] | 11 | -2 |
| O=C(CCc1nc2ccccc2c(=O)[nH]1)NCc1cccc(Cl)c1 | -2 | 0 |
| Cc1ccc(CNC(=O)COc2ccc(S(=O)(=O)NC(C)C)cc2)cc1 | -5 | 2 |
| Cc1ccc(-n2cnc3scc(-c4cccs4)c3c2=O)cc1 | 5 | -1 |
| O=C(CC1(O)CCCCC1)OC1CCCC1 | 11 | -10 |
| CCn1cc(C(=O)NC2CCCCCC2)c2cc(OC)c(OC)cc2c1=O | -6 | -1 |
| Nc1nc(CSc2nnnn2-c2ccc(Cl)cc2)nc(N2CCOCC2)n1 | -1 | -3 |
| CC1(C)NC(=O)N(CC(O)COc2cc3ccccc3cc2C(=O)N2CCCCC2)C1=O (stereo not drawn) | -9 | -1 |
| CCOC(=O)c1ccccc1NC(=O)COC(=O)c1ccc(C)c(S(=O)(=O)N2CCOCC2)c1 | 2 | 0 |
| CCOC(=O)c1ccc(NC(=O)c2cn(-c3ccccc3)nc2-c2ccncc2)cc1 | -18 | 0 |

Going on with the list:
| smiles | PGC1a acetyl inh | miR-122 sensor |
| --- | --- | --- |
| Cc1cc(F)ccc1S(=O)(=O)Nc1ccccc1C(=O)Nc1ccc2[nH]c(=O)[nH]c2c1 | -1 | 7 |
| COc1ccc(/C=C/C2=NN(C)C(=O)CC2)cc1 | -6 | -8 |
| CCOc1cnc(-c2ccc(Cl)cc2)o1 | 26 | 0 |
| COC(=O)c1ccc(NCC(=O)c2ccccc2)cc1 | -5 | -1 |
| Cc1ccc(NC(=O)NC2CCCCC2)cc1Cl | 6 | 22 |
| Cc1cc(-n2c(C)cc(C(=O)CSc3nnc4sc5ccccc5n34)c2C)no1 | 3 | 2 |
| O=C(Nc1nc2ccc([N+](=O)[O-])cc2s1)c1ccc(S(=O)(=O)N2CCCc3ccccc32)cc1 | 11 | -15 |
| CCN(CCC(=O)O)c1ccccc1 | 10 | -1 |
| CCCCCCCCC[n+]1cccc2c3ccccc3ccc21 | -19 | -14 |
| O=C(/C=C/c1ccc(Cl)cc1Cl)c1cccnc1 | -5 | 6 |
| CNC[C@@H]1Oc2ncc(C3=CCCCC3)cc2C(=O)N([C@H](C)CO)C[C@@H]1C | 1 | -6[16.7 µM] |
| CCOC(=O)C1CCN(C(=O)CSCc2nc(-c3ccc(OCC)cc3)oc2C)CC1 | 11 | -2 |
| O=C1C=C(c2ccccc2)C(=O)N1Nc1ccccc1 | -10 | -4 |
| CC(C)Cc1nc2oc3c(=O)[nH]cnc3c2c2c1CCC2 | 11 | -3 |
| COC(=O)c1ccc(CSc2ncnc3c2nnn3-c2ccc(F)cc2)o1 | -9 | 0 |
| O=C(c1cccs1)N1CCN(S(=O)(=O)N2CCOCC2)CC1 | 6 | 7 |
| O=C(Cn1cnc2c(cnn2-c2ccc(F)cc2)c1=O)NCc1ccco1 | -2 | 1 |
| Cc1ccc(NC2=C([N+](=O)[O-])CS(=O)(=O)C2)cc1 | -218 | 59 |
| Cc1cccc(N2CCN(CC(=O)Nc3ccc(-n4cnnn4)cc3)CC2)c1C | -1 | -8 |
| Cc1cc(=O)c2cccc(Br)c2[nH]1 | 13 | 6 |
| CC1(C)CC(=O)c2sc(N3CCCCC3)nc2C1 | 10 | -6 |
| Cc1ccc2nc(/C(C#N)=C\c3ccc(N4CCOCC4)o3)[nH]c2c1 | -14 | 9 |
| CCOC(=O)N1CCN(C(=O)CCS(=O)(=O)c2ccc(Br)s2)CC1 | 5 | -2 |
| CCn1c(N)c(C(=O)Nc2ccccc2C(=O)OC)sc1=S | -5 | -3 |
| O=c1oc2ccccc2n1CCCCCn1c(=O)oc2ccccc21 | 21 | -7 |
| OCCN=C1CCCc2c1[nH]c1ccc(Br)cc21 | 11 | 0 |
| O=C(O/N=C\c1ccc(N2CCCCC2)c([N+](=O)[O-])c1)c1ccc(Cl)cc1Cl | -17 | -3 |
| CC1C2CC(CC1(C)C)N(C(=O)Nc1ccc3nccnc3c1)C2 (stereo not drawn) | 1 | -14 |
| COC(=O)c1cc2n(n1)CCN(Cc1ccccc1Cl)C2=O | 9 | 3 |
| CC1CCN(S(=O)(=O)c2cn(CC(=O)N3CCN(C)CC3)c(=O)c3ccccc23)CC1 | -42 | -1 |
| Cc1ccc(SCC(=O)Nc2cccc(-c3nnc(-c4ccco4)o3)c2)cc1 | -17 | -6 |
| O=C(Nc1nnc(-c2ccccc2)s1)c1cccc(S(=O)(=O)N2CCOCC2)c1 | 4 | 6 |
| CSC1=C(C#N)C(CC(C)C)C2=C(CCCC2=O)N1 (stereo not drawn) | 4 | 6 |
| NS(=O)(=O)c1cccnc1Nc1c(Cl)cccc1Cl | 8 | 13 |
| COc1ccc(S(=O)(=O)N2CCN(CC(=O)Nc3cccc(F)c3)CC2)cc1 | -14 | -5 |
| CCOc1ccc2nc3cc(N=Nc4ccc(N)nc4N)ccc3c(N)c2c1 | 12 | -29 |
| Cc1ccc(C(C#N)c2ccc3c(C(F)(F)F)cc(C(F)(F)F)nc3n2)cc1 (stereo not drawn) | -2 | -5 |

Of the compounds above, 14 contain an aryl thioether with sulfur outside any ring:
| smiles | PGC1a acetyl inh | miR-122 sensor |
| --- | --- | --- |
| Cc1nc(SCC(=O)NC(=O)NCc2ccccc2)nc(C)c1C | -2 | -4 |
| CCn1c(SCC(=O)Nc2sc3c(c2C(N)=O)CCC(C)C3)nnc1-c1ccco1 (stereo not drawn) | -7 | 3 |
| O=C(/C=C/c1ccc([N+](=O)[O-])cc1)NCCSc1ccccc1 | 10 | -16 |
| CSc1ncccc1C(=O)NCc1ccc(C)cc1 | 5 | 8 |
| COc1ccc(N2CCN(C(=O)CSc3nnc(-c4ccc5[nH]c(C)c(C)c5c4)o3)CC2)cc1 | 13 | 4 |
| CCCc1cc(=O)[nH]c(SCc2cccnc2)n1 | 18 | 0 |
| Cc1ccc(SC(C)c2nc(-c3cccnc3)no2)cc1 (stereo not drawn) | -8 | 1 |
| CCCCCNC(=O)C(C)Sc1ccc(Cl)cc1 (stereo not drawn) | 2 | -10 |
| Cc1ccc(-n2c(SCC(=O)Nc3ccc4c(c3)OCCO4)nnc2-c2ccco2)cc1 | 14 | 0 |
| CCSc1c(C(=O)NC)ccc2c1C(=O)c1ccccc1C2=O | -5 | 3 |
| Nc1nc(CSc2nnnn2-c2ccc(Cl)cc2)nc(N2CCOCC2)n1 | -1 | -3 |
| Cc1cc(-n2c(C)cc(C(=O)CSc3nnc4sc5ccccc5n34)c2C)no1 | 3 | 2 |
| COC(=O)c1ccc(CSc2ncnc3c2nnn3-c2ccc(F)cc2)o1 | -9 | 0 |
| Cc1ccc(SCC(=O)Nc2cccc(-c3nnc(-c4ccco4)o3)c2)cc1 | -17 | -6 |

The list is partial; rates above refer to the full screens.
